# Bioassay records deposited in PubChem BioAssay by several laboratories.
# ERb SRC1 inh: inhibitors of ERβ-SRC1 coactivator interaction, primary screen, biochemical, TR-FRET, ERβ LBD, SRC-1 peptide. Estrogen receptor beta (Homo sapiens), Q92731. TR-FRET ER-beta LBD / SRC1-Cy5 peptide binding; receptor agonist-loaded with 1 µM estradiol. inhibition, % at 25.6 µM. actives 1.3% (n = 86,000);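 active = compounds whose percent inhibition of the receptor-coactivator binding signal exceeds about 50% in the single-dose screen, limit read from the data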;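 note: 0% = receptor plus peptide wells without compound and 100% = peptide-only wells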
# Target sequence (Q92731 whole entry, looked up, the tested form may be a part): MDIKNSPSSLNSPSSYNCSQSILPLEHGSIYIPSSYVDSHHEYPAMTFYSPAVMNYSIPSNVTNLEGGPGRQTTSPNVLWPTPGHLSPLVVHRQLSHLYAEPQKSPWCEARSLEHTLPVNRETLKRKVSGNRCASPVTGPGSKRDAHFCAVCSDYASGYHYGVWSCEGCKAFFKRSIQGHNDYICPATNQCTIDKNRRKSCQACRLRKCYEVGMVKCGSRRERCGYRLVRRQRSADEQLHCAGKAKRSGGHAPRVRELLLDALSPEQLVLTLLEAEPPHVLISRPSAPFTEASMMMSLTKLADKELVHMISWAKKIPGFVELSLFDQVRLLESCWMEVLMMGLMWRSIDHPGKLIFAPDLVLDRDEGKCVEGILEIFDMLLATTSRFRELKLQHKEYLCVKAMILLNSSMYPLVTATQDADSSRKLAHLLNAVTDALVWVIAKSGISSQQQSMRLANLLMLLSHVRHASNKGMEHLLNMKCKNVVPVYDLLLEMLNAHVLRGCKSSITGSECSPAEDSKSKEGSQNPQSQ
# Mac1 fbg enh: enhancers of CD11b/CD18 adhesion to fibrinogen, primary screen, K562 cells, luminescence. Integrin beta-2 (Homo sapiens) + Integrin alpha-M (Homo sapiens), P05107+P11215. ATPlite luminescence. activation, % at 10 µM. actives 0.07% (n = 93,000). AID 1499, 2009;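 active = 10 µM primary screen giving 50% or more activity, confirmed by 40% or more on retest at that dose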; note: strong numbers were not always called active
# ERa coact inh: ERα–SRC-1 coactivator interaction inhibitors, primary screen, biochemical, TR-FRET, ERα LBD, estradiol-bound | inhibition, % at 25.6 µM | TR-FRET ER-alpha LBD / SRC-1 peptide | actives 1.7% (n = 86,000); in the data active = inhibition above about 50%;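 note: 0% = receptor plus peptide control and 100% = peptide only without receptor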
# PLK1 PBD inh: Plk1 polo box domain binding inhibitors, primary screen, biochemical, fluorescence polarization; inhibition, %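 (tested at about 20 µM)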; Plk1 PBD phosphopeptide binding; actives 0.13% (n = 97,000); Serine/threonine-protein kinase PLK1 (Homo sapiens), P53350; AID 693, 2007; in the data active = inhibition above about 34%, passing the limit was not always enough
# HIV Rev-RRE inh: HIV-1 Rev-RRE binding inhibitors, primary screen, biochemical, FRET, protein-RNA interaction; P05866; Rev peptide-RRE RNA binding; actives 0.79% (n = 97,000); inhibition, % at 8 µM;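 active = inhibition above the screen-wide mean plus 3 SD, cut at about 35% in these data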;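 note: 0% = median DMSO wells and 100% = median Neomycin B control wells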
# Target sequence (P05866 whole entry, looked up): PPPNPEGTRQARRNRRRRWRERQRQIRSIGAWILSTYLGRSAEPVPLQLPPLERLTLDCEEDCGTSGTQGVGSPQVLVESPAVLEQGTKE
#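 Material: labelled RRE RNA duplex and labelled Rev peptide / Buffer or medium: HEPES pH 7.5 salt buffer with EDTA / Compound dosing: single point, 8 µM final nominal compound concentration / Benchmarks: DMSO low control, neomycin B high control / Timing: 5 min preincubation and 15 min binding, 25 °C / Technique: FRET fluorescence readout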
# PLK1 kinase inh: human PLK1 kinase inhibitors, primary screen, biochemical, TR-FRET; AID 619, 2007; Serine/threonine-protein kinase PLK1 (Homo sapiens), P53350; actives 0.53% (n = 97,000); recombinant PLK1 kinase, TR-FRET peptide phosphorylation; inhibition, % at 10 µM;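 active = inhibition of 50% or more in the single-concentration screen; inactive = inhibition below 50%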;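 note: 0% = DMSO max control and 100% = H-89 dihydrochloride min control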
# Mac1 fbg inh: inhibitors of CD11b/CD18 adhesion to fibrinogen, primary screen, K562 cells, luminescence. ATPlite luminescence; Mn2+ added to activate the integrin. inhibition, % at 10 µM. actives 0.54% (n = 93,000). AID 1497, 2009;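 active = primary inhibition of 50% or more at 10 µM, then 40% or more on retest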; note: some results filed as inactive read as strong as hits
# ERa coact pot: enhancers of ERα–SRC-1 coactivator binding, primary screen, biochemical, TR-FRET, ERα LBD, low estradiol; TR-FRET ERalpha-LBD/SRC-Cy5 coactivator binding, 2 h; 100 = basal binding, no effect; Estrogen receptor (Homo sapiens), P03372; actives 1.3% (n = 86,000); coactivator binding (% of control), % at 25.6 µM; in the data active = activity above about 200%;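 note: binding measured in presence of low estradiol as agonist stimulus; 0% = peptide alone without receptor and 100% = receptor with peptide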
# FAK inh: FAK kinase inhibitors, primary screen, biochemical. actives 0.84% (n = 97,000). inhibition, %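 (tested at 7 µM)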. biochemical FAK kinase activity assay. Focal adhesion kinase 1 (Homo sapiens), Q05397. AID 727, 2007; in the data active = inhibition above about 19%;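 note: 0% = DMSO and 100% = reference compound high control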
# Numbers without * were called inactive; . = no result given; [ ] = dose if it differs, or a comment.
nr	SMILES	ERb SRC1 inh	Mac1 fbg enh	ERa coact inh	PLK1 PBD inh	HIV Rev-RRE inh	PLK1 kinase inh	Mac1 fbg inh	ERa coact pot	FAK inh
1	O=C(CCS(=O)(=O)c1cc(Br)cc2c1N(C(=O)C1CC1)CC2)NCC1CCCO1 (stereo not drawn)	3	-1	-2	1	5	-9	-54	106	-1
2	CCOC(=O)c1cc(CN2CCOCC2)oc1-c1ccccc1	-28[fluorescence artefact?]	0	-14	1	0	3	-4	118[fluorescence artefact?]	-5
3	CC(C)C(NC(=O)COc1ccc2ccccc2c1)C(=O)N/N=C/C=C/c1ccccc1 (stereo not drawn)	.	5	.	3	11	-15	-4	.	2
4	Clc1ccc2noc(-c3ccccc3)c2c1	13	-2	-7	18	11	-4	16	90[fluorescence artefact?]	2
5	O=S(=O)(Cc1ccccc1)N1CCN(Cc2ccc3c(c2)OCO3)CC1	2	1	5	18	5	-6	-10	78	0
6	O=C(Nc1nc(-c2nc3ccccc3s2)cs1)C1CC1	-9	-1	0	.	.	.	1	101	.
7	CCn1c(=O)cc(SCC(=O)Nc2ccc3c(c2)OCCO3)c2ccccc21	-14	3	-25	-8	7	-10	1	116[fluorescence artefact?]	-5
8	CCn1c(SCC(=O)NCC(=O)Nc2ccc(F)cc2)nnc1-c1cccs1	1	-2	-9	-10	5	-7	0	103	-3
9	Cc1ccc(CC(=O)N2CCN(c3ccccn3)CC2)cc1	-6	-2	-7	-16	3	-10	-10	100	1
10	CC(C)(C)n1nnnc1C(c1cccs1)N(Cc1ccc(Cl)cc1)CC1CCCO1 (stereo not drawn)	-11	-2	-4	-3	9	-5	25	103	-2
11	CCN(CC(=O)NC1CCCCC1)S(=O)(=O)c1ccc(Cl)cc1	0	0	4	-13	6	-14	-11	113	2
12	Cc1cc(C)c(CSc2ncc(-c3ccc([N+](=O)[O-])cc3)[nH]2)c(C)c1	.	.	.	-8	14	-13	.	.	5
13	Cc1ccc(SCc2nc(-c3cccnc3)no2)cc1	8	-1	-2	14	9	-15	10	116	2
14	O=C(NC1CCCCC1)N(CCO)Cc1cc2cc3c(cc2[nH]c1=O)OCCO3	0[fluorescence artefact?]	-2	10[fluorescence artefact?]	-17	5	-12	8	94	0
15	CCOc1ccc(NC(=O)CN2CC(c3ccccc3)CC2=O)cc1 (stereo not drawn)	2	-1	-7	11	-1	-4	-8	118	-2
16	COc1nc(N2CCCCCC2)nc(N2CCCCCC2)n1	-2	4	-9	-8	13	-11	8	103	1
17	CSc1nnc(-c2ccc(S(=O)(=O)N3CCCC3)cc2)n1C	-5	-2	-4	12	6	-5	-2	113	0
18	CC(C)[C@H](NC(=O)Nc1ccccc1F)C(=O)O	-7	-1	-4	0	5	-8	12	104	1
19	CC1=CC(C)(C)N2C(=O)C3(C(C#N)=C(N)Oc4cc(O)ccc43)c3c(C)c(C)cc1c32 (stereo not drawn)	16	6	5	-8	15	-33	2	59	-3
20	COc1ccc(CNC2CCCC2)c(OC)c1OC	-7	0	3	-8	5	2	8	130	1

# Some of these compounds in order of length of the SMILES, falling.
nr	SMILES	ERb SRC1 inh	Mac1 fbg enh	ERa coact inh	PLK1 PBD inh	HIV Rev-RRE inh	PLK1 kinase inh	Mac1 fbg inh	ERa coact pot	FAK inh
19	CC1=CC(C)(C)N2C(=O)C3(C(C#N)=C(N)Oc4cc(O)ccc43)c3c(C)c(C)cc1c32 (stereo not drawn)	16	6	5	-8	15	-33	2	59	-3
12	Cc1cc(C)c(CSc2ncc(-c3ccc([N+](=O)[O-])cc3)[nH]2)c(C)c1	.	.	.	-8	14	-13	.	.	5
10	CC(C)(C)n1nnnc1C(c1cccs1)N(Cc1ccc(Cl)cc1)CC1CCCO1 (stereo not drawn)	-11	-2	-4	-3	9	-5	25	103	-2
14	O=C(NC1CCCCC1)N(CCO)Cc1cc2cc3c(cc2[nH]c1=O)OCCO3	0[fluorescence artefact?]	-2	10[fluorescence artefact?]	-17	5	-12	8	94	0
7	CCn1c(=O)cc(SCC(=O)Nc2ccc3c(c2)OCCO3)c2ccccc21	-14	3	-25	-8	7	-10	1	116[fluorescence artefact?]	-5
8	CCn1c(SCC(=O)NCC(=O)Nc2ccc(F)cc2)nnc1-c1cccs1	1	-2	-9	-10	5	-7	0	103	-3
5	O=S(=O)(Cc1ccccc1)N1CCN(Cc2ccc3c(c2)OCO3)CC1	2	1	5	18	5	-6	-10	78	0
15	CCOc1ccc(NC(=O)CN2CC(c3ccccc3)CC2=O)cc1 (stereo not drawn)	2	-1	-7	11	-1	-4	-8	118	-2
9	Cc1ccc(CC(=O)N2CCN(c3ccccn3)CC2)cc1	-6	-2	-7	-16	3	-10	-10	100	1
16	COc1nc(N2CCCCCC2)nc(N2CCCCCC2)n1	-2	4	-9	-8	13	-11	8	103	1
13	Cc1ccc(SCc2nc(-c3cccnc3)no2)cc1	8	-1	-2	14	9	-15	10	116	2
20	COc1ccc(CNC2CCCC2)c(OC)c1OC	-7	0	3	-8	5	2	8	130	1
4	Clc1ccc2noc(-c3ccccc3)c2c1	13	-2	-7	18	11	-4	16	90[fluorescence artefact?]	2

# Next results
nr	SMILES	ERb SRC1 inh	Mac1 fbg enh	ERa coact inh	PLK1 PBD inh	HIV Rev-RRE inh	PLK1 kinase inh	Mac1 fbg inh	ERa coact pot	FAK inh
21	Cc1ccc2nc(NC(=O)CSCc3ccccc3)sc2c1	85*[fluorescence artefact?]	2	-2	-12	10	-32	-3	107	-4
22	O=C(O)CCC1=C2c3ccccc3CCN2C(=O)CC1	-12	0	-15[fluorescence artefact?]	3	9	-12	11	99	0
23	Fc1ccccc1OCCSc1nc2ccccc2o1	.	0	.	8	11	-5	3	.	-2
24	O=c1cc(-c2ccccc2)nc2nc(COc3ccccc3)[nH]n12	12	0	19	-4	5	4	-71	104	-4
25	COc1ccc(C(=O)CCC(=O)O)cc1	-9	-3	-3	17	5	-18	-14	98	-2
26	CC(=O)N(/N=C/c1cccc(C)c1)c1nc(-c2ccc(Br)cc2)cs1	.	.	.	53	10	-11	.	.	1
27	O=C(N/N=C/c1c(Cl)cccc1Cl)c1cccc(F)c1	.	.	.	-9	-1	-14	.	.	-1
28	Cc1ccc(Cn2c(-n3nc(C)cc3C)nc3c2c(=O)[nH]c(=O)n3C)cc1	-4	-2	-9	22	0	2	-14	125	4

# Part of the list above, with values under each structure.
# Results follow in this order: ERb SRC1 inh, Mac1 fbg enh, ERa coact inh, PLK1 PBD inh, HIV Rev-RRE inh, PLK1 kinase inh, Mac1 fbg inh, ERa coact pot, FAK inh
27: O=C(N/N=C/c1c(Cl)cccc1Cl)c1cccc(F)c1
  ., ., ., -9, -1, -14, ., ., -1
28: Cc1ccc(Cn2c(-n3nc(C)cc3C)nc3c2c(=O)[nH]c(=O)n3C)cc1
  -4, -2, -9, 22, 0, 2, -14, 125, 4

# Rows were taken by chance, and some 4.7% of all compounds hit somewhere here.
